From PubChem
ER stress rescue = protection against thapsigargin-triggered cell killing – 384-well, CSM14.1, ATP luminescence, primary screen (AID 1222); cellular ATP content (survival), % at 20 µM; hits with a dose series show EC50 in µM; 190,000 tested, under 10 active; CSM14.1 thapsigargin-induced death rescue, ATP luminescence; higher % means a stronger effect;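 active = EC50 below 50 µM in the dose-response confirmation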;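 note: death triggered by thapsigargin at about 15 µM added after 2 h compound pretreatment; cell ATP read after overnight thapsigargin exposure of roughly 18 to 22 hours; normalized against plate controls of thapsigargin alone and 5% DMSO vehicle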
Ins promoter up = MIN6 insulin promoter up-regulation; MIN6 insulin promoter-GFP reporter, high-content imaging; stronger effect = higher value; z-score at 5 µM; 190,000 compounds, 0.3% hits; AID 1625;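 active = z-score above 3 at 5 µM with at least 500 cells counted in the well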
MT stabilizer = microtubule stabilization, imaging screen; HeLa tubulin immunostaining HCS, 24 h; share of cells brighter than vehicle mean+2SD; % tubulin-high responders, % at 10 µM; 200,000 compounds, 0.83% hits;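 active = plate Z-score above 3 for both tubulin-high and condensed-nucleus cell shares, with cell loss under 80%, at 10 µM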;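 note: anti alpha tubulin signal scored within the nucleus-defined area of each cell; some results filed as inactive read as strong as hits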
Autophagy mod = alters autophagy in cells; MEF GFP-LC3 puncta imaging; test concentration mostly 10 µM; calls only at 10 µM (by protocol); 190,000 compounds, 0.98% hits; AID 463193;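 active = percentage of spot-positive cells more than 3 SD above its plate mean, without a fluorescence outlier flag or 80% toxicity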;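 note: spot-positive cell cutoff set from DMSO-treated cells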
Yfh1-depleted yeast = enhancers of respiration in Yfh1-depleted yeast, dose response, Friedreich's ataxia, plus single-dose screen (AID 1465); S. cerevisiae Yfh1-off respiration, WST-1 reduction, 72 h; higher fold induction means a stronger effect; one-dose fold induction at 50 µM; EC50 in µM for titrated hits; 220,000 compounds, 0.074% hits;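 active = fold induction of absorbance versus untreated yeast above a set limit, then at least 30% activation at any dose in follow-up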;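 note: activators that raise dye reduction in frataxin-depleted yeast; strong numbers were not always called active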
Dynein cargo inh = dynein cargo transport inhibition. 3617.4 mouse cells, GR-EGFP nuclear translocation imaging; test concentration mostly 20 µM; stimulated with dexamethasone, 1 µM; stronger effect = lower value. z-score, hits read low. 220,000 compounds, 0.47% hits. AID 1381;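 active = plate z-score of nuclear minus cytoplasmic receptor signal below a set negative limit, without overly bright fluorescence or cell loss, cut at about -3.5 in these data, passing the limit was not always enough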;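 note: z-score of nuclear minus cytoplasmic ring GR-EGFP intensity difference per well; some compounds called inactive have numbers as strong as hits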
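Buffer or medium: tetracycline-free induction medium containing charcoal-stripped FBS / Reagent: dexamethasone agonist, 1.0 µM final, for 30 min / Technique: automated 10x imaging of fixed Hoechst-stained cells / Times: induction 48 h, compound 1 h, agonist 30 min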
M1AAP inhibition = malaria alanyl aminopeptidase activity blockers – biochemical, fluorogenic H-Leu-NHMec substrate, 1536-well (AID 1445). recombinant M1AAP, H-Leu-NHMec fluorogenic kinetic assay; higher % means a stronger effect. inhibition, % at 30 µM, or IC50 in µM where a hit was titrated. 220,000 compounds, 0.42% hits;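 active = primary inhibition above the hit cutoff, then over 50% inhibition at one or more dose response concentrations, cut at about 23% in these data, passing the limit was not always enough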;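 note: plate controls were DMSO full reaction for no effect and no enzyme background for full effect; strong numbers were not always called active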
P. falciparum M17LAP = P. falciparum M17LAP inhibitors, primary screen, biochemical, fluorogenic H-Leu-NHMec substrate, 1536-well (AID 1619); recombinant M17LAP, H-Leu-NHMec fluorogenic kinetic assay; higher % means a stronger effect; inhibition, % at 30 µM, or IC50 in µM where a hit was titrated; 220,000 compounds, 0.38% hits;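 active = compound inhibiting the enzyme by more than half at any dose during confirmatory dose-response retesting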;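 note: plate controls were full reaction with DMSO carrier for no effect and no enzyme background for full effect; strong numbers were not always called active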
Lipid droplet = hepatic lipid droplet formation modulation; AML12 mouse hepatocytes, oleate lipid droplets, BODIPY imaging; AID 1656; inhibition, % at 6.5 µM; 240,000 compounds, 0.4% hits;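 active = lipid droplet intensity inhibited by at least 50%, with more than 500 cells counted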
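Assay system: AML12 hepatocytes (mouse); Probe or stimulus: oleic acid at 100 µM to induce lipid droplet formation; Dosing: compound at 6.5 µM only; Schedule: compound with oleate, overnight; Detection: fluorescence imaging, 20x objective, two fields per well; Measure: % inhibition of lipid droplet signal.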
Dynein cargo inh cytoplasmic EGFP = further read-out of Dynein cargo inh, marked with its call; z-score; measured here: cytoplasmic GR-EGFP intensity; stronger effect = higher value
Dynein cargo inh nuclear GR-EGFP = second read-out of Dynein cargo inh, no call of its own (marks repeat the call); z-score; measured here: nuclear GR-EGFP intensity;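 lower value marks the stronger effect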
Dynein cargo inh cell count = second read-out of Dynein cargo inh, no call of its own (marks repeat the call); z-score; measured here: cell count per field
Ins promoter up cell count = second read-out of Ins promoter up, no call of its own (marks repeat the call); cell count; measured here: cytotoxicity, nuclei count;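 total cells summed across four imaged fields per well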
Lipid droplet cells 6.5 µM = also measured in Lipid droplet; calls as there; cell count; measured here: cell count, cytotoxicity flag;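 cells counted across two imaged fields per well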
MT stabilizer Hoechst-high % = also measured in MT stabilizer; calls as there; % Hoechst-high responders; measured here: nuclear condensation Hoechst responders;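 share of cells brighter than vehicle mean plus two SD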
MT stabilizer cytotoxicity % = further read-out of MT stabilizer, marked with its call; toxicity, %; measured here: cytotoxicity by cell density;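 0% = mean cell density of plate MIN control wells and 100% = no cells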
Autophagy mod cell loss 18 h = second read-out of Autophagy mod, no call of its own (marks repeat the call); toxicity, %; measured here: cell loss, nuclei count;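 cell loss after 18 h compound exposure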
Numbers without * were called inactive.

O=[N+]([O-])c1cccc(/C=N/n2c(COc3ccccc3)n[nH]c2=S)c1 was read as ER stress rescue 0.9%, Ins promoter up -0.19, MT stabilizer 2.2, Autophagy mod inactive, Yfh1-depleted yeast inactive, Dynein cargo inh -0.55, M1AAP inhibition -3%, P. falciparum M17LAP 15%, Dynein cargo inh cytoplasmic EGFP -0.17, Dynein cargo inh nuclear GR-EGFP -0.26, Dynein cargo inh cell count 0.57, Ins promoter up cell count 1388, MT stabilizer Hoechst-high % 1.4, MT stabilizer cytotoxicity % 5.4 and Autophagy mod cell loss 18 h -6.
For O=C(COC(=O)c1ccc([N+](=O)[O-])s1)Nc1ccccc1 the results were ER stress rescue -1.6%, Ins promoter up 0.78, MT stabilizer 1.8, Autophagy mod inactive, Yfh1-depleted yeast inactive, Dynein cargo inh -0.071, M1AAP inhibition 3%, P. falciparum M17LAP -3%, Lipid droplet 13, Dynein cargo inh cytoplasmic EGFP -0.24, Dynein cargo inh nuclear GR-EGFP 0.099, Dynein cargo inh cell count 0.0079, Ins promoter up cell count 1339, Lipid droplet cells 6.5 µM 632, MT stabilizer Hoechst-high % 1.7, MT stabilizer cytotoxicity % 1.7 and Autophagy mod cell loss 18 h 3.
For NC(=O)c1ccccc1N/C=C/C(=O)c1cccs1 the results were ER stress rescue -3.6%, Ins promoter up 0.09, MT stabilizer 1.6, Autophagy mod inactive, Yfh1-depleted yeast inactive, M1AAP inhibition 7%, P. falciparum M17LAP 35%, Lipid droplet 8, Ins promoter up cell count 1200, Lipid droplet cells 6.5 µM 703, MT stabilizer Hoechst-high % 1.8, MT stabilizer cytotoxicity % 5.3 and Autophagy mod cell loss 18 h -1.
For Nc1nc(Cl)c(C=O)c(N2CCCCC2)n1 the results were ER stress rescue -1.0%, Ins promoter up -0.49, MT stabilizer 1.9, Autophagy mod inactive, Yfh1-depleted yeast inactive, Dynein cargo inh -0.78, M1AAP inhibition 12%, P. falciparum M17LAP 5%, Dynein cargo inh cytoplasmic EGFP -0.2, Dynein cargo inh nuclear GR-EGFP -0.37, Dynein cargo inh cell count 0.56, Ins promoter up cell count 1173, MT stabilizer Hoechst-high % 3.0, MT stabilizer cytotoxicity % 6.0 and Autophagy mod cell loss 18 h 2.
For COc1ccc(OC)c(C2=NOC(C(=O)NCc3ccco3)C2)c1 (centres undefined) the results were ER stress rescue -2.1%, Ins promoter up 0.31, MT stabilizer 21*, Autophagy mod inactive, Yfh1-depleted yeast inactive, Dynein cargo inh -0.75, M1AAP inhibition 1%, P. falciparum M17LAP 4%, Dynein cargo inh cytoplasmic EGFP 0.029, Dynein cargo inh nuclear GR-EGFP -0.14, Dynein cargo inh cell count 0.89, Ins promoter up cell count 825, MT stabilizer Hoechst-high % 15*, MT stabilizer cytotoxicity % 18* and Autophagy mod cell loss 18 h 25.
Screening CCN=c1scc(-c2ccc(F)cc2)n1/N=C/c1ccccn1 returned ER stress rescue 1.7%, Ins promoter up 0.63, MT stabilizer 4.5, Autophagy mod inactive, Yfh1-depleted yeast inactive, Dynein cargo inh 0.9, M1AAP inhibition 8%, P. falciparum M17LAP -5%, Lipid droplet -9, Dynein cargo inh cytoplasmic EGFP -0.24, Dynein cargo inh nuclear GR-EGFP 0.063, Dynein cargo inh cell count 0.76, Ins promoter up cell count 985, Lipid droplet cells 6.5 µM 694, MT stabilizer Hoechst-high % 2.2, MT stabilizer cytotoxicity % 2.9 and Autophagy mod cell loss 18 h 5.
`COc1cc(CCC(=O)O)on1` gave Ins promoter up 0.42, Yfh1-depleted yeast inactive, Dynein cargo inh -0.38, M1AAP inhibition 1%, P. falciparum M17LAP -1%, Lipid droplet 8, Dynein cargo inh cytoplasmic EGFP -0.12, Dynein cargo inh nuclear GR-EGFP -0.43, Dynein cargo inh cell count -0.0057, Ins promoter up cell count 1371 and Lipid droplet cells 6.5 µM 778.
For O=C(Nc1ccccc1)OCCCc1ccccc1 the results were ER stress rescue -0.9%, Ins promoter up -0.87, MT stabilizer 3.8, Autophagy mod inactive, Yfh1-depleted yeast inactive, Dynein cargo inh 1.2, M1AAP inhibition 0%, P. falciparum M17LAP -9%, Lipid droplet -2, Dynein cargo inh cytoplasmic EGFP -0.26, Dynein cargo inh nuclear GR-EGFP 0.49, Dynein cargo inh cell count -0.35, Ins promoter up cell count 1251, Lipid droplet cells 6.5 µM 717, MT stabilizer Hoechst-high % 1.8, MT stabilizer cytotoxicity % 0.3 and Autophagy mod cell loss 18 h 7.
For CC(=O)n1cc([C@@H]2C=C(C(=O)N3CCOCC3)O[C@H](OCCCCO)C2)c2ccccc21 the results were ER stress rescue 0.4%, Ins promoter up 0.07, MT stabilizer 3.5, Autophagy mod inactive, Yfh1-depleted yeast inactive, Dynein cargo inh 1.3, M1AAP inhibition 6%, P. falciparum M17LAP 0%, Lipid droplet -17, Dynein cargo inh cytoplasmic EGFP -0.21, Dynein cargo inh nuclear GR-EGFP 0.95, Dynein cargo inh cell count -1.3, Ins promoter up cell count 1236, Lipid droplet cells 6.5 µM 696, MT stabilizer Hoechst-high % 1.4, MT stabilizer cytotoxicity % 6.0 and Autophagy mod cell loss 18 h 5.
For COc1ccc(N2CCN(C(=O)CSc3nnc(NC(=O)C4CCC4)s3)CC2)cc1 the results were ER stress rescue -1.7%, Ins promoter up 0.01, MT stabilizer 2.8, Autophagy mod inactive, Yfh1-depleted yeast inactive, Dynein cargo inh -0.041, M1AAP inhibition -1%, P. falciparum M17LAP 10%, Lipid droplet 15, Dynein cargo inh cytoplasmic EGFP -0.37, Dynein cargo inh nuclear GR-EGFP -0.1, Dynein cargo inh cell count 1, Ins promoter up cell count 1687, Lipid droplet cells 6.5 µM 623, MT stabilizer Hoechst-high % 0.9, MT stabilizer cytotoxicity % 1.5 and Autophagy mod cell loss 18 h 6.
Screening Cc1cc(C)nc(SCC(=O)Nc2ncc(Cc3ccc(Cl)c(Cl)c3)s2)n1 returned ER stress rescue -1.0%, Ins promoter up 0.09, MT stabilizer 4.1, Autophagy mod inactive, Yfh1-depleted yeast inactive, Dynein cargo inh -0.86, M1AAP inhibition -1%, P. falciparum M17LAP -17%, Lipid droplet 2, Dynein cargo inh cytoplasmic EGFP -0.29, Dynein cargo inh nuclear GR-EGFP -0.72, Dynein cargo inh cell count 0.7, Ins promoter up cell count 1104, Lipid droplet cells 6.5 µM 769, MT stabilizer Hoechst-high % 2.9, MT stabilizer cytotoxicity % 5.6 and Autophagy mod cell loss 18 h -11.
O=C1c2ccccc2CCC12N=NCC2c1ccc(Br)cc1 (centres undefined) was read as ER stress rescue 0.5%, Ins promoter up 0.09, MT stabilizer 24, Autophagy mod inactive, Yfh1-depleted yeast inactive, Dynein cargo inh -0.49, M1AAP inhibition 4%, P. falciparum M17LAP -6%, Lipid droplet -22, Dynein cargo inh cytoplasmic EGFP 0.11, Dynein cargo inh nuclear GR-EGFP -0.019, Dynein cargo inh cell count 0.017, Ins promoter up cell count 928, Lipid droplet cells 6.5 µM 766, MT stabilizer Hoechst-high % 1.7, MT stabilizer cytotoxicity % 57 and Autophagy mod cell loss 18 h -2.
`C=CCSc1nc(N2CCOCC2)c2c(c1C#N)CC(C)(C)N(C)C2` gave Ins promoter up 0.19, Yfh1-depleted yeast inactive, Dynein cargo inh -0.1, M1AAP inhibition 0%, P. falciparum M17LAP 12%, Lipid droplet -8, Dynein cargo inh cytoplasmic EGFP -0.2, Dynein cargo inh nuclear GR-EGFP 0.072, Dynein cargo inh cell count -0.6, Ins promoter up cell count 1088 and Lipid droplet cells 6.5 µM 738.
Screening NC(=S)NC(=O)c1ccccc1 returned Ins promoter up -0.11, Yfh1-depleted yeast inactive, Dynein cargo inh 0.49, M1AAP inhibition -1%, P. falciparum M17LAP -5%, Lipid droplet 2, Dynein cargo inh cytoplasmic EGFP -0.25, Dynein cargo inh nuclear GR-EGFP 0.19, Dynein cargo inh cell count -0.077, Ins promoter up cell count 1443 and Lipid droplet cells 6.5 µM 695.
`CCOC(=O)N1CCN(Cc2nc3c(c(=O)n(C)c(=O)n3C)n2CCC(C)C)CC1` gave ER stress rescue -0.7%, Ins promoter up 0.35, MT stabilizer 3.0, Autophagy mod inactive, Yfh1-depleted yeast inactive, Dynein cargo inh -0.84, M1AAP inhibition 0%, P. falciparum M17LAP -7%, Dynein cargo inh cytoplasmic EGFP -0.2, Dynein cargo inh nuclear GR-EGFP -0.35, Dynein cargo inh cell count 0.085, Ins promoter up cell count 837, MT stabilizer Hoechst-high % 2.7, MT stabilizer cytotoxicity % 9.7 and Autophagy mod cell loss 18 h -1.
